Source: PubChem BioAssay
FLuc modulator – inhibits or activates purified firefly luciferase, miR-21 counter-screen. P08659. purified FLuc, Km substrates, luminescence inhibition. Potency, µM (top dose mostly 57.5 µM), for inactives: top-dose activity change, negative = inhibition, most hits filed as inhibitors. actives 6.9% (n = 360,000);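 also: potency is read from the fitted curve at half-maximal effect; plate controls were vehicle for no effect and reference inhibitor for full effect; nearly all actives have a fitted effect of over 55% in size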
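Purified P. pyralis luciferase (10nM final) with 10uM D-luciferin and 10uM ATP (Km levels) in 50mM Tris acetate pH 7.5, 10mM Mg acetate, 0.01% Tween-20, 0.05% BSA; qHTS 6-point titration, ~60 µM downward; luminescence read.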
NPC1 promoter act – activates the NPC1 promoter; Huh7 NPC1 promoter luciferase reporter, 24 h; actives 2.4% (n = 320,000); Potency, µM (top dose mostly 9.22 µM), inactives show at the highest dose activation, most hits filed as activators; AID 485313;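 also: potency is read from the fitted curve at half-maximal effect; % of control where 0% means no effect; nearly all actives have a fitted effect of over 60% in size; reporter is driven by a mutant NPC1 promoter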
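NPC1 promoter–luciferase Huh7 cells; 24 h compound; luminescence.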
VP16 counter – counter-screen for ROR gamma inhibitors: Gal4-VP16 reporter; Drosophila S2 Gal4-VP16 UAS-luciferase, luminescence, 20 h; Potency, µM (series often up to 53.6 µM), for inactives: at the highest dose activity, negative = inhibition, usual class: inhibitors; actives 3.5% (n = 310,000); AID 2546;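 also: Gal4-VP16 expression switched on by copper sulfate through the metallothionein promoter; potency is read from the fitted curve at half-maximal effect; % is scaled to controls: 0 for no effect and ±100 for the full control effect; nearly all actives have a fitted effect of over 50% in size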
p53 reactivation – restores transcriptional activity of mutant p53; Potency, µM (titrated, usually from 92.2 µM), inactives show at the highest dose activity change, positive = activation, most hits filed as activators; H1299 p53-A138V BP100-luciferase reporter, luminescence, 24 h; actives 0.063% (n = 320,000); also: potency is read from the fitted curve at half-maximal effect; % of control where 0% means no effect; nearly all actives have a fitted effect of over 45% in size
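H1299 (p53-null), stable ts p53-A138V + BP100-Luc; 1000 cells/well, Opti-MEM/10% FBS; cpd 4 pt, 1:5; 24 h, 37 deg C, 5% CO2; detection reagent 10 min RT; luminescence.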
ELG1 genotoxic – inducers of genotoxicity in HEK293T ELG1-luciferase cells; HEK293T ELG1-luciferase reporter, luminescence, 16 h; actives 1.3% (n = 330,000); Potency, µM (top dose mostly 46 µM), inactives show at the top dose activity change, positive = activation, hits mostly activators; also: potency is read from the fitted curve at half-maximal effect; % of control where 0% means no effect; nearly all actives have a fitted effect of over 60% in size
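HEK293T cells expressing luciferase-tagged ELG1 were exposed to compound or DMSO vehicle for 16 hr at 37 °C and 5% CO2. Luciferase activity was then measured with ONE-Glo after 30 min at room temperature.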
BRCA1 expr act – increases BRCA1 expression. MCF7-BRCA1-FFLuc reporter, luminescence, 48 h; response scale: scaled: vehicle 0%, 10 µM genistein 100%. Potency, µM (series often up to 46.1 µM), for the others: at the highest dose activation, actives largely listed as activators. actives 1.1% (n = 380,000). AID 624202; also: potency is read from the fitted curve at half-maximal effect; nearly all actives have a fitted effect of over 80% in size; some results filed as inactive show a strong effect at the top dose
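MCF7-BRCA1-FFLuc cells, 2000/well in phenol-red-free MEM, attached 2 h then treated 48 h at 37 C. Luciferase luminescence read 15 min after reagent; normalized to genistein maximum activation (10microM) and DMSO, concentration-response fitted.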
Rab9 prom act – Rab9 promoter activation. Huh7 Rab9 promoter-luciferase reporter, luminescence, 24 h. Potency, µM (doses to about 9.22 µM), for the others: at the top dose activation, negative = inhibition, actives largely listed as activators. actives 2.8% (n = 320,000). AID 485297; also: potency is read from the fitted curve at half-maximal effect; % of control where 0% means no effect; nearly all actives have a fitted effect of over 60% in size
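Quantitative HTS format; Huh7 Rab9-luciferase reporter cells (1500/well) receive compound 2 h post-plating, incubate 24 h at 37 °C, then get luciferase reagent for 10 min before luminescence reading.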
TRPV1 ag – activates the human vanilloid receptor TRPV1; Q8NER1; TRPV1-expressing cells, Fluo-8 calcium influx, agonist mode; activation, % at 8.33 µM; actives 0.19% (n = 320,000); AID 540275; in the data active = activation above about 80%; inconclusive = between about 30% and that limit; also: 0% is about no effect
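Fluo-8 calcium influx in TRPV1-expressing cells, kinetic read (ex 480/em 520 nm). Compound added and read 3 min for agonist activity, followed by capsaicin at EC20 final and 2 min further read for enhancement.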
ELG1 repair inh – inhibitors of ELG1-dependent DNA repair in HEK293T cells. actives 2.3% (n = 330,000). HEK293T ELG1-luciferase reporter, luminescence, 16 h; DNA damage induced by 5-fluorouridine. Potency, µM (doses to about 46.1 µM), without a hit: at the top dose activity change, negative = inhibition, most hits filed as inhibitors; also: potency is read from the fitted curve at half-maximal effect; % is scaled to controls: 0 for no effect and ±100 for the full control effect; nearly all actives have a fitted effect of over 55% in size
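Overnight (16 hr) co-exposure of 2,000 cells/well to 5-fluorouridine and compound at 37 °C preceded detection. Luciferase was quantified via ONE-Glo luminescence; loss of signal denotes inhibition.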
Tb PFK inh – T. brucei PFK enzyme inhibition | O15648 | T. brucei PFK, ADP-Glo luminescence | AID 485367 | Potency, µM (highest dose often 57.5 µM), inactives show at the highest dose activity, negative = inhibition, most hits filed as inhibitors | actives 0.17% (n = 330,000);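 also: potency is read from the fitted curve at half-maximal effect; 0% = uninhibited 1x PFK enzyme wells and -100% = no-enzyme wells; nearly all actives have a fitted effect of over 60% in size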
Target sequence (O15648 whole entry, looked up): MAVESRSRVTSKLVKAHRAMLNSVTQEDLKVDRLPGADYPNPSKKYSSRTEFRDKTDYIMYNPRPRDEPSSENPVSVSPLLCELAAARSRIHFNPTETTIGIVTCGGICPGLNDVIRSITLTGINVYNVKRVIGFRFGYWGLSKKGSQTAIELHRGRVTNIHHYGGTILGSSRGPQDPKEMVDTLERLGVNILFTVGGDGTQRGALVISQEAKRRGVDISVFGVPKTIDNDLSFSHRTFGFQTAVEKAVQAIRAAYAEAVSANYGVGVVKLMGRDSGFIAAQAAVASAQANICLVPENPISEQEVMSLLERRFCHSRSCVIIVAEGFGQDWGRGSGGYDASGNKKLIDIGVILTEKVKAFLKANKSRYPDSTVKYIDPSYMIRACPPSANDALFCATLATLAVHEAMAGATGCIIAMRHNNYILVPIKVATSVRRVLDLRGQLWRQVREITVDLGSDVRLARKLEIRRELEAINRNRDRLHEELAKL
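In TEA buffer at pH 8.0 with 5 mM MgCl2, enzyme (1.25 nM) converted F6P (0.5 mM) and ATP (0.1 mM) for 45 min at room temperature. ADP product was read by luciferase luminescence.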
RORg inh – blocks mouse ROR gamma transcriptional activity | actives 5.4% (n = 310,000) | Drosophila S2 Gal4-RORgamma UAS-luciferase reporter, 20 h | Potency, µM (doses to about 53.6 µM), inactives show at the highest dose activity change, negative = inhibition, most hits filed as inhibitors; also: potency is read from the fitted curve at half-maximal effect; % is scaled to controls: 0 for no effect and ±100 for the full control effect; nearly all actives have a fitted effect of over 60% in size
Target sequence (P51450 whole entry, looked up, the tested form may be a part): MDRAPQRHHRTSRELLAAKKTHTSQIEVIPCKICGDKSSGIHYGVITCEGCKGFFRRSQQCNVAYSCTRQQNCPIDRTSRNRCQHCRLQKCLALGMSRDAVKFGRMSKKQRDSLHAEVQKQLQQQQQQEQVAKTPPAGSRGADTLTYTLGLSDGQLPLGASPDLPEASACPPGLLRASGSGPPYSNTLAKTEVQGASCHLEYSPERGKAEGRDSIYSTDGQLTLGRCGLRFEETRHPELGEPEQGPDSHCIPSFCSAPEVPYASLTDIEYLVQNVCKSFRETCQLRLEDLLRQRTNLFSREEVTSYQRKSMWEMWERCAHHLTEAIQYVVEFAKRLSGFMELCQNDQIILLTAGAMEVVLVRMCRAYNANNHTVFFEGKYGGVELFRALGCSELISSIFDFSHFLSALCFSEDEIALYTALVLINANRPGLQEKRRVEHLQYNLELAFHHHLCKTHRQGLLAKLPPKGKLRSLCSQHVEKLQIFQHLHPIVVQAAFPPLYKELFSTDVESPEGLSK
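Drosophila S2 cells stably expressing Gal4-DBD/mouse RORγ fusion under metallothionein promoter plus UAS-luciferase; compound 1 h, then 700 uM CuSO4 induction for 20 h at ambient temperature; inhibition read as reduced luminescence.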
Active calls of the source: *; ? = inconclusive; . = no result given; [ ] = dose if it differs, or a comment. Unless noted, calls follow the shape of the dose curve; as a rule, active = well fitted curve in the direction sought with a large enough effect; inconclusive = small, poorly fitted or top-dose-only effect, or another doubt; inactive = no such curve, though single readings can be large; an effect the other way counts as inactive or inconclusive.

SMILES	FLuc modulator	NPC1 promoter act	VP16 counter	p53 reactivation	ELG1 genotoxic	BRCA1 expr act	Rab9 prom act	TRPV1 ag	ELG1 repair inh	Tb PFK inh	RORg inh
Fc1ccc2c(c1)C(c1ccncc1)=NNC(c1ccc(Cl)cc1)=N2	-13%	-4%	?	-1%	-3%	-34%	1%	.	-20%	2%	?
COc1ccc(NC(=O)CCn2c(=S)[nH]c3ccccc3c2=O)cc1	-1%	-3%	-8%	-5%	?	4%	2%	2	?	1%	-39%
Cc1ccc(CNc2nc3ccc(C)cc3n3cnnc23)cc1	3%	0%	-1%	3%	-1%	15%	3%	?	25%	-12%	-22%
CN(Cc1ccccc1)C(=O)c1nn2cccnc2c1Cl	3%	0%	1%	1%	3%	12%	-2%	-11	6%	-7%	2%
Cc1nc2c(cnn2-c2ccc(Cl)cc2)c(=O)n1-c1ccc(N2CCC(C)CC2)cc1	0%	-2%	4%	-1%	-6%	.	-11%	0	?	-2%	-9%
COc1ccc(OC)c(N/C=C/C(=O)c2ccc(OC)c(OC)c2)c1	19µM*	2%	0%	.	?	-41%	4%	18	-14%	2%	?
CCC(C)NC(=O)[C@@H]1CCCN1C(=O)C1CCN(S(=O)(=O)c2ccc(C)cc2)CC1 (some centres undefined)	0%	4%	-7%	2%	0%	8%	-3%	0	?	0%	15%
O=C(Nc1cccnc1)c1ccc(NC(=O)c2ccco2)cc1	-1%[2.3 µM]	10%	-18%	9%	5%	0%	2%	9	?	-26%	-2%
c1cncc(Oc2cccc(Oc3cccnc3)c2)c1	2%	0%	?	3%	-2%	-28%	1%	3	-3%	-12%	?
O=C(c1cc[n+]([O-])cc1)N1CCc2c([nH]c3ccccc23)C1c1ccccc1Cl (centres undefined)	-2%	-2%	-16%	-2%	-3%	-13%	-5%	0	-13%	-5%	1%
O=C(CCC1CCCC1)Nc1nnc(-c2ccc3c(c2)OCO3)s1	-1%	1%	-2%	2%	13%	8%	-2%	-1	14%	-3%	-8%[10 µM]
N#CCC(=O)Nc1ccc(C(=O)OCC(=O)N(C2CCCCC2)C2CCCCC2)cc1	-1%	0%	-3%	-1%	-7%	-28%	3%	-6	-4%	3%	36%
Cc1noc(C)c1C(=O)Nc1nc2ccc(F)cc2s1	4.3µM*	1.6µM*	.	?	?	?	3.2µM*	11	?	?	.
O=C(Nc1nc2c(s1)CCCC2)c1ccc(Br)o1	1.5µM*	2.2µM*	?	?	12µM*	?	1.3µM*	?	?	1%	?
CCOC(=O)CNC(=O)CSc1nc(NCc2ccccc2)nc(N(C)C)n1	-1%	-1%	-1%	-16%	-6%	-4%	-9%	0	0%	2%	?
COc1ccc(NC(=O)COC(=O)C2CCN(S(=O)(=O)c3cccs3)CC2)cc1OC	.	.	.	3%	-4%	3%	.	.	1%	-3%	.
CCOC(=O)C1=C(N)N2C(=O)C(C)SC2=C(C(=O)OC)C1c1ccccc1OC (centres undefined)	10%	0%	-5%	4%	-1%	3%	-7%	12	-2%	-3%	-19%
O=C(Cn1cnc2c(cnn2-c2ccccc2)c1=O)N1CCOCC1	6%	-2%	-13%	-6%	-2%	-4%	2%	1	-9%	-3%	-11%
O=C(CN1CCOCC1)N1CCN(c2ccc([N+](=O)[O-])cc2)CC1	-3%	-4%	-12%	0%	-1%	-10%	1%	-2	4%	-2%	-10%
O=C(CCCn1c(=O)[nH]c2ccsc2c1=O)Nc1ccc(F)cc1	1%	-1%	6%	9%	1%	15%	-3%	3	1%	-6%	10%
CCNC(=O)c1cc2ccccc2o1	?	1%	-2%	13%	5%	0%	-1%	1	?	6%	-8%
Cc1cnc(C(=O)NCc2ccc(Cl)cc2Cl)cn1	4%	0%	?	-1%	0%	0%	-1%	16	10%	3%	40%
CN(CC(=O)Nc1ccc(F)cc1)C(=O)c1ccncc1	1%	-15%	?	-2%	7%	-12%	-13%	-2	-8%	0%	12%
Cc1onc(-c2c(F)cccc2Cl)c1C(=O)NCCCN1CCOCC1	5%	-3%	-16%	-3%	-4%	7%	-2%	1	4%	0%	-12%
CCOC(=O)C(CCCOc1cccc(OC)c1)C(=O)OCC	4%	-2%	8%	-3%	1%	-15%	3%	23	-12%	-4%	25%
Cn1c(=O)oc2cc(S(=O)(=O)NCCC(=O)N3CC=C(c4ccccc4)CC3)ccc21	1%	0%	?	0%	-5%	-26%	-5%	5	-17%	-1%	15%
COC1CCCCC1Nc1ccc(C)c(C)c1 (centres undefined)	0%	-4%	0%	1%	1%	10%	-8%	9	-9%	-8%	4%
O=C(O)c1cccc(S(=O)(=O)Nc2ccccc2Cc2ccccc2)c1	2%	1%	-21%	-8%	-2%	-43%	-2%	10	-5%	0%	-17%
CCN(CC)C(=O)C1CCCN(C(=O)Nc2ccc(NC(=O)N3CCCC(C(=O)N(CC)CC)C3)cc2)C1 (centres undefined)	4%	1%	8%	-4%	-5%	0%	-1%	1	11%	2%	8%
Oc1ccc(Cl)cc1C=NCCc1ccccc1	-13%	1%	-16%	?	3%	33%	2%	0	?	-5%	-36%

Two entries from above, with values under each structure.
Results follow in this order: FLuc modulator	NPC1 promoter act	VP16 counter	p53 reactivation	ELG1 genotoxic	BRCA1 expr act	Rab9 prom act	TRPV1 ag	ELG1 repair inh	Tb PFK inh	RORg inh
- COC1CCCCC1Nc1ccc(C)c(C)c1 (centres undefined)
 : 0%	-4%	0%	1%	1%	10%	-8%	9	-9%	-8%	4%
- CCN(CC)C(=O)C1CCCN(C(=O)Nc2ccc(NC(=O)N3CCCC(C(=O)N(CC)CC)C3)cc2)C1 (centres undefined)
 : 4%	1%	8%	-4%	-5%	0%	-1%	1	11%	2%	8%

Further entries follow.
SMILES	FLuc modulator	NPC1 promoter act	VP16 counter	p53 reactivation	ELG1 genotoxic	BRCA1 expr act	Rab9 prom act	TRPV1 ag	ELG1 repair inh	Tb PFK inh	RORg inh
O=C(CSc1ncnc2c1oc1ccccc12)NCc1ccco1	-19%	-4%	20µM*	25%	1%	-39%	7%	-3	17%	?	?
CCOc1cc(Br)c(C=O)cc1OCC	7%	-8%	3%	3%	?	21%	1%	-4	27%	3%	26%
Cc1csc2c(SCC(=O)NNC(=O)C(Cl)Cl)ncnc12	-11%	6%	18%	-1%	6%	46%	3%	-1	12%	4%	1%
CC(=O)N1c2c(cc(Br)cc2S(=O)(=O)NCc2ccc3c(c2)OCO3)CC1C (centres undefined)	3%[2.3 µM]	0%	-4%	5%	-8%	-8%	-4%	4	?	7%	6%
CCOC(=O)C1=C(N)OC(C)=C(C#N)C1c1ccco1 (centres undefined)	-2%	-2%	-1%	12%	3%	-10%	-1%	-2	16%	?	23%
O=c1[nH]nc(SCc2nnc(-c3cccc(Cl)c3)o2)n1C1CCCCC1	1%	-3%	-12%	0%	-2%	-26%	-22%	.	?	11%	?
COc1ccc(/C=N/NC(=O)C2C(C=C(Cl)Cl)C2(C)C)c(OC)c1 (centres undefined)	0%	-7%	3%[10 µM]	-4%	-8%	-30%	-3%	-2	-36%	2%	16%
O=C(CCc1nc2ccccc2c(=O)[nH]1)NNC(=O)c1cccc(Cl)c1	5%	-5%	.	5%	1%	-21%	-5%	1	-6%	-2%	.
COc1ccc(CNC(=O)COC(=O)c2ccc3ccccc3n2)cc1	.	.	.	1%	1%	-3%	.	.	27%	-5%	.
Cc1c(OCC(=O)NCCCN2CCCC2=O)ccc2c3c(c(=O)oc12)CCC3	-1%	-4%	-1%	-9%	9%	29%	1%	0	0%	2%	-3%
O=C(O)c1cccc(NC(=O)c2cn(-c3ccccc3)nc2-c2cc3ccccc3o2)c1	4.3µM*	3%	-7%	?	9%	?	9%	2	29%	7%	?
Nc1nonc1-n1nnc(C(=O)N/N=C/c2ccncc2)c1CSc1ccc(Cl)cc1	-1%	-4%	-3%	-3%	-7%	-11%	-1%	?	1%	-7%	18%
CN(C)c1ccc(/C=C2/C(=O)N(c3ccc([N+](=O)[O-])cc3)N=C2N2CCOCC2)cc1	-10%	-1%	0%	5%	2%	.	7%	-4	11%	2%	4%
Fc1nc(F)c(F)c(NCCCNc2c(F)c(F)nc(F)c2F)c1F	-8%	-4%	?	2%	-12%	-64%	-6%	-1	?	-26%	40%
O=C(O)CCc1ccc(-c2ccc(Cl)cc2)n1CCC(=O)O	0%	1%	-2%	-5%	0%	12%	-3%	-2	4%	3%	8%
CC1=Nc2cc(C(=O)NCCCOC(C)C)ccc2Sc2ccccc21	-15%	-22%	-4%[10 µM]	-3%	2%	-8%	-20%	23	?	2%	24%
CNC(=S)NNC(=O)c1cccn(Cc2ccccc2)c1=O	-1%	-1%	-5%	-1%	3%	0%	2%	1	20%	-5%	39%
CCOc1cc(/C=N/NC(=O)c2cc(C)n(-c3ccc(F)cc3)c2C)ccc1O	?	-5%	-9%	5%	-2%	-2%	-4%	21	?	-1%	-2%
